# Source: PubChem (National Center for Advancing Translational Sciences (NCATS))
# D1 potentiator = potentiators of human D1 dopamine receptor; HEK293 TREx D1 cells, calcium flux, dopamine EC20 potentiation; actives 0.036% (n = 360,000); AID 504651; potentiation, % at 10 µM; P21728; in the data active = potentiation above about 30%; also: 0% is about no effect
# Target sequence (P21728 whole entry, looked up): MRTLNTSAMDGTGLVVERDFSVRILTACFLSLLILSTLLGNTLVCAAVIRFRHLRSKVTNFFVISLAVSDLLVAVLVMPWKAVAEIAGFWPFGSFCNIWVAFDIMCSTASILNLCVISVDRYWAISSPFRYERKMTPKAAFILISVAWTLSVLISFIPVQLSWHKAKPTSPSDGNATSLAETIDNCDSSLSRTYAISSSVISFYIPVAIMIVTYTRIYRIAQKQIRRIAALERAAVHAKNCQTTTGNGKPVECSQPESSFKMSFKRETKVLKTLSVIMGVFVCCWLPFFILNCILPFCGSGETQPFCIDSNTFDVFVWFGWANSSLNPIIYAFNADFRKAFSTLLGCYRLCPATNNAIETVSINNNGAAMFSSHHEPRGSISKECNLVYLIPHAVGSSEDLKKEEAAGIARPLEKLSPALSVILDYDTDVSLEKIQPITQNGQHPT
# LDHA block = inhibitors of human lactate dehydrogenase A; actives 0.15% (n = 480,000); P00338; purified LDHA, NADH/diaphorase-resazurin fluorescence; stronger effect = lower value; activity change, % (values are at about 110 or 230 µM); in the data active = activity change below about -30%; inconclusive = mostly about -25% to -30%;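 also: plate controls were DMSO wells for no effect and wells without enzyme for full effect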
#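 LDH5 2 nM; NADH 0.06 mM, pyruvate 0.2 mM; 200 mM Tris pH 7.4, EDTA, Tween-20; 5 min RT. Detection: diaphorase 0.133 mg/mL + resazurin 37 µM, fluorescence ex540/em590 at 0 and 20 min; normalized to enzyme-free and DMSO wells.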
# RXFP1 agonist = activates the human relaxin receptor RXFP1 | actives 0.3% (n = 370,000) | AID 2676 | Potency, µM (titrated, usually from 57.5 µM), for the others: at the highest dose activation, usual class: activators | HEK293T-RXFP1 cAMP TR-FRET, 30 min; response scale: percent of porcine relaxin response, buffer zero; also: potency is read from the fitted curve at half-maximal effect; % is scaled to controls: 0 for no effect and ±100 for the full control effect; nearly all actives have a fitted effect of over 60% in size; many of its hits are not listed in these tables
#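 HEK293T cells stably expressing RXFP1 were pretreated with the PDE4 inhibitor Ro 20174, exposed to compounds for 30 min at 37C, lysed, and cAMP was read by TR-FRET. Data normalized to buffer (basal) and 29 nM porcine relaxin (100%).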
# D1 antagonist = antagonists of human D1 dopamine receptor | AID 504652 | activity change, negative = inhibition, % at 10 µM | HEK293 TREx D1 cells, calcium flux, dopamine EC80; stronger effect = lower value | actives 3.2% (n = 360,000) | P21728; in the data active = activity change below about -30%; also: % is scaled to controls: 0 for no effect and ±100 for the full control effect
#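 Tetracycline-induced HEK293 T-REx cells with force-coupled D1 receptor were loaded with a no-wash calcium dye. Compound was added after a 10 s baseline and read kinetically for 180 s; EC80 dopamine was then added and calcium flux followed another 180 s.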
# D1 ag = human D1 receptor agonism; P21728; HEK293 T-REx D1 cells, calcium flux, agonist mode; activation, % at 2 µM; actives 1% (n = 360,000); in the data active = activation above about 30%; also: 0% is about no effect
#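 Tetracycline-induced HEK293 TREx D1 cells, force-coupled to calcium signalling, were dye-loaded with a no-wash calcium kit. Compound was pin-added after a 10 s baseline. Fluorescence was read kinetically at 1 cycle/s for 180 s, with calcium rises flagged as agonism.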
# Vif-A3F inh = inhibitors of Vif-A3F interaction | actives 0.2% (n = 390,000) | AID 602313 | Potency, µM (series often up to 46.1 µM), without a hit: top-dose activity, negative = active | HeLa A3F-eYFP + Vif (tagged APOBEC3F with the HIV-1 protein that degrades it), YFP fluorescence increase; also: potency is read from the fitted curve at half-maximal effect; % of control where 0% means no effect; nearly all actives have a fitted effect of over 65% in size
#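 Fluorescence increase (Ex 488/Em 500-530) after overnight compound treatment at 37 deg C flags inhibition of Vif-driven A3F-eYFP loss in stable HeLa A3F-eYFP/Vif cells seeded overnight beforehand.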
# D2 PAM = D2 dopamine receptor (human) potentiation | HEK293 T-REx D2, calcium flux, EC20 dopamine potentiation | actives 0.34% (n = 340,000) | AID 485347 | potentiation, % at 10 µM;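 active = potentiation over 3 SD above the plate norm, cut at about 30% in these data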; also: 0% is about no effect
#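 Cells plated with tetracycline inducer and held overnight at 30 C; calcium dye loaded 30–90 min at room temperature; baseline taken, compound added and read 180 s; EC20 dopamine then added and read 180 s.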
# Vif-APOBEC3G blk = inhibitors of Vif-APOBEC3G interaction | AID 602310 | Potency, µM (top dose mostly 46.1 µM), inactives show at the highest dose activity, negative = active, usual class: inhibitors | Q9HC16 | HeLa A3G-eYFP + Vif (tagged APOBEC3G with the HIV-1 protein that degrades it), YFP fluorescence, overnight | actives 0.076% (n = 410,000);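 also: potency is read from the fitted curve at half-maximal effect; % is scaled to controls: 0 for no effect and ±100 for the full control effect; nearly all actives have a fitted effect of over 60% in size; hits raise eYFP signal because A3G escapes Vif-driven loss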
# Target sequence (Q9HC16 whole entry, looked up): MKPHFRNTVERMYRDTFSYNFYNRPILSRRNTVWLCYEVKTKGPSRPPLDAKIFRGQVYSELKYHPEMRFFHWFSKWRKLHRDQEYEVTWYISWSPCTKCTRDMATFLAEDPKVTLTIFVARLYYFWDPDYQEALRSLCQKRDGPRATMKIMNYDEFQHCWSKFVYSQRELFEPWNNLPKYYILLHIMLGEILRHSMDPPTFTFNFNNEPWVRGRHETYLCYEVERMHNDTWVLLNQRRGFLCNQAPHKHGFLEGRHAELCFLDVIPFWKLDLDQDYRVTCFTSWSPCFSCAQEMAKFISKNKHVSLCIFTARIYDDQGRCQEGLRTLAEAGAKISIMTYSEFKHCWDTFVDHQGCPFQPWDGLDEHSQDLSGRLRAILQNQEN
#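 Read-out is eYFP fluorescence (Ex 488/Em 500-530) from Vif-expressing HeLa A3G-eYFP cells; more signal means A3G escaped Vif-mediated degradation. Cells plated overnight, compound pinned in, incubated overnight at 37 deg C.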
# GRP78 ERSR act = induces the endoplasmic reticulum stress response in human glioma cells; U87-MG GRP78 promoter luciferase reporter, 16 h; actives 0.02% (n = 420,000); Potency, µM, inactives show at the top dose activation, most hits filed as activators; also: potency is read from the fitted curve at half-maximal effect; series mostly up to about 76 µM; % of control where 0% means no effect; nearly all actives have a fitted effect of over 35% in size
#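 Stably transfected U87-MG human glioma cells carrying a GRP78-based luminescent sensor were seeded at 1000 cells/well, pin-dosed with compounds and incubated 16 h. Luciferase reagent was then added, and end-point luminescence was read after 10 min at room temperature.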
# Starred values were filed as active, the others as inactive; ? = inconclusive; · = no result given. Unless noted, calls follow the shape of the dose curve; as a rule, active = well fitted curve in the direction sought with a large enough effect; inconclusive = small, poorly fitted or top-dose-only effect, or another doubt; inactive = no such curve, though single readings can be large; an effect the other way counts as inactive or inconclusive. Only part of the results is shown; rates above refer to the full screens.
SMILES,D1 potentiator,LDHA block,RXFP1 agonist,D1 antagonist,D1 ag,Vif-A3F inh,D2 PAM,Vif-APOBEC3G blk,GRP78 ERSR act
CCOC(=O)Cc1ncccc1C(=O)Nc1ccc(OC(F)(F)F)cc1,-3,3,0.2%,1,3,-7%,-7,1%,15%
COc1ccc(OCC(=O)NNc2c3ccccc3nc3ccccc23)cc1,-4,-1,-1.3%,-4,1,0%,·,-1%,-7%
Oc1c(C(c2ccco2)N2CCC3(CC2)OCCO3)sc2ncnn12 (stereo not drawn),-5,7,0.4%,10,2,-2%,-12,1%,-2%
CC(C)c1nnc(NC(=O)CCC(=O)NC2CCCCCCC2)s1,7,-13,-0.2%,0,-1,1%,15,2%,-3%
Cc1ccsc1C(=O)NC(C)c1ccccc1 (stereo not drawn),-3,-8,-0.3%,-1,3,-5%,3,3%,0%
Cc1nn(CCc2nc(-c3ccco3)cs2)c2[nH]c(=O)cc(C(F)(F)F)c12,-2,0,?,-10,0,-15%,8,0%,-1%
COc1cc(S(=O)(=O)Nc2ccc(C(=O)NCC(=O)O)cc2)ccc1NC(C)=O,0,-2,0.6%,1,2,4%,-4,1%,0%
COc1cccc(NC(=O)CCc2c(C)nn(-c3ccc(N4CCOCC4)nn3)c2C)c1,-4,-2,2.1%,-6,1,1%,-4,0%,3%
Cc1cccc(CN2CCN(CC(=O)O)C2=O)c1,5,-7,16%,33,3,2%,19,-4%,-3%
COc1ccc(N2C[C@H](C)[C@@H](CC(=O)Nc3ccccc3)C2=O)cc1,·,-8,·,·,·,7%,·,0%,-2%
CC(=O)Nc1ccc(NC(=O)c2c([N+](=O)[O-])cnn2C)cc1,-14,2,0.4%,-22,1,9%,-20,-7%,-2%
O=C(NCCc1ccccc1)C(=O)NCC(c1ccc2c(c1)OCO2)N1CCOCC1 (stereo not drawn),-6,-4,0.8%,23,0,4%,-2,2%,0%
Cc1csc(NC(=O)C(C)Oc2ccc(Cl)cc2C)n1 (stereo not drawn),·,1,-0.4%,-8,9,-26%,-5,-5%,3%
CCOC(=O)n1c(=O)n(Cc2c(Cl)cccc2Cl)c2ccccc21,1,1,-0.3%,10,2,2%,0,-7%,-3%
CC(=O)N1c2ccccc2C(=O)C1N1CCCCC1 (stereo not drawn),-7,8,0.3%,-12,1,-8%,·,-2%,6%
CCOc1ccc(S(=O)(=O)N(CC)CC(=O)N2CCCC2)cc1C,-3,-2,-0.2%,2,0,6%,1,1%,-6%
COc1cc(NC(=O)C/C(C)=N/NC(=O)c2ccccn2)c(OC)cc1Cl,20,-1,2.4%,3,1,10%,10,0%,-8%
CN(Cc1nc2ccc(F)cc2[nH]1)C(=O)C1CCC(=O)N(C2CC2)C1 (stereo not drawn),-7,-7,3.0%,-16,4,5%,1,2%,-3%
O=C(NC1CCCCC1)C1CCN(C(=O)NCc2ccccc2)CC1,-2,-5,0.5%,-17,0,-4%,·,3%,-7%
CC/C(=N\NC(=S)NC(C)C)c1ccc(OC)c(OC)c1,-3,-14,-0.9%,4,0,-13%,·,-8%,4%

# Grouped by structure, the compounds so far containing a Cl atom
SMILES,D1 potentiator,LDHA block,RXFP1 agonist,D1 antagonist,D1 ag,Vif-A3F inh,D2 PAM,Vif-APOBEC3G blk,GRP78 ERSR act
Cc1csc(NC(=O)C(C)Oc2ccc(Cl)cc2C)n1 (stereo not drawn),·,1,-0.4%,-8,9,-26%,-5,-5%,3%
CCOC(=O)n1c(=O)n(Cc2c(Cl)cccc2Cl)c2ccccc21,1,1,-0.3%,10,2,2%,0,-7%,-3%
COc1cc(NC(=O)C/C(C)=N/NC(=O)c2ccccn2)c(OC)cc1Cl,20,-1,2.4%,3,1,10%,10,0%,-8%

# The list continues:
SMILES,D1 potentiator,LDHA block,RXFP1 agonist,D1 antagonist,D1 ag,Vif-A3F inh,D2 PAM,Vif-APOBEC3G blk,GRP78 ERSR act
COC(=O)CCCC[C@H]1SC[C@H]2NC(=O)N[C@]21O,-8,·,0.4%,-12,3,·,·,·,·
COc1ccc(Cl)cc1C(=O)NCCCN1CCOCC1,-1,-6,-0.9%,-1,2,-4%,-3,-1%,-3%
CS(=O)(=O)N(CC(=O)NC1CC2CCC1C2)c1cccc(C(F)(F)F)c1 (stereo not drawn),7,-9,1.6%,5,10,-2%,5,2%,0%
O=C(Cn1c(-c2ccccc2)noc1=O)Nc1ccc(N2CCCCCC2)cc1,-7,10,1.1%,3,2,0%,-4,2%,1%
O=C(Cc1ccc([N+](=O)[O-])cc1)NCc1ccccc1Cl,-6,-2,-0.8%,-22,9,-9%,5,0%,-1%
CC(C)N1CCc2c(sc(NC(=O)Cc3ccccc3)c2C(N)=O)C1,-1,-2,1.1%,9,3,-17%,-20,7%,-4%
Cc1ccc(-c2csc(NC3OC(=O)c4ccccc43)n2)cc1 (stereo not drawn),4,-2,-3.7%,12,0,5%,6,?,-7%
C[C@H]1CN([C@@H](C)CO)S(=O)(=O)c2ccc(Br)cc2O[C@@H]1CN(C)C(=O)c1cccnc1,·,-1,·,·,·,-12%,·,3%,-4%
O=C(Oc1coc(CSc2nnc(NC(=O)c3cccs3)s2)cc1=O)c1ccccc1,-7,-4,-2.0%,-2,1,0%,16,-2%,0%
CCOC(=O)c1sc(NC(=S)NC(=O)c2ccccc2)c(C(=O)OCC)c1C,-6,-3,-0.9%,-2,1,-1%,4,-5%,-5%
O=C(NCC(O)c1ccc([N+](=O)[O-])cc1)C1=COCCO1 (stereo not drawn),·,-6,·,·,·,0%,·,-2%,-3%
CC(=O)C[C@@H](O)CC(=O)[C@@H]1OC(=O)CCCCCc2ccccc21,·,1,·,·,·,-1%,·,1%,-1%
O=c1cc(N2CCN(Cc3ccccc3)CC2)[nH]c(=O)n1-c1ccc(Br)cc1,18,-8,0.1%,20,12,-2%,0,-3%,-2%
Cc1ccc(-c2nnc(SCC(=O)N/N=C/c3ccccc3C(=O)O)n2C2CCCCC2)cc1,0,-6,-2.7%,-10,-1,-7%,0,0%,-5%
CCn1ncc(CNC(=O)CCCSc2nc(-c3ccco3)cc(C(F)(F)F)n2)c1C,-10,-2,1.1%,-29,8,1%,6,-10%,-1%
COc1cccc(N(C(=O)Cn2nnc(-c3ccc(F)cc3)n2)C(C(=O)NCC2CCCO2)c2ccc(Cl)cc2)c1 (stereo not drawn),-7,-9,0.1%,3,4,0%,-2,-6%,-1%
O=C(O)c1ccc(N2C(=O)CCCC2=O)cc1,6,-1,0.4%,6,1,15%,7,2%,-4%
CC(=O)C1=C(O)CC(C)(C)CC1=NCCc1nc2ccccc2[nH]1,-7,-3,3.7%,1,3,-8%,-18,0%,-5%
Cc1cc(C)c(NC(=S)N2CCN(c3ccc([N+](=O)[O-])cn3)CC2)cc1C,-1,-5,0.2%,-7,11,-4%,-3,0%,2%
COc1cc(C(=O)O)nc2ccccc12,-2,-2,-2.2%,-2,1,-6%,-6,-2%,0%
COc1cccc(-n2c(SCC(=O)Nc3nccs3)nnc2-c2ccoc2C)c1,-3,-6,0.8%,3,-1,5%,-4,-1%,0%
Cc1ccc2oc(-c3ccc(Cl)c(NC(=O)c4ccc(-c5ccccc5[N+](=O)[O-])o4)c3)nc2c1,-5,0,-0.3%,14,0,-1%,-4,-1%,5%
CCn1c(SCC(=O)NC2CCCCC2)nnc1-c1cccnc1,-2,-5,2.8%,-5,0,2%,22,1%,-6%
CC1(C)CC(NS(=O)(=O)c2ccc(S(N)(=O)=O)cc2)CC(C)(C)N1,0,·,3.6%,-8,2,·,-12,·,·
NS(=O)(=O)c1ccc(CCNS(=O)(=O)c2ccc(Cl)nc2)cc1,4,-8,2.4%,4,5,3%,4,-1%,-3%
S=c1[nH]cnc2scc(-c3ccccc3)c12,-2,5,1.5%,7,5,1%,-7,-3%,-4%
Cc1cccc(C(=O)Nc2nnc(SCC(=O)Nc3ccc4c(c3)oc3ccccc34)s2)c1,-3,-18,4.8%,0,2,1%,-5,1%,1%
C=CCNC(=S)N1CCN(c2ncc3c(=O)c(C(=O)O)cn(CC)c3n2)CC1,1,9,0.1%,1,2,-5%,19,0%,-4%
Cc1c(Cl)ccc2c1NC(=O)C21NC(CCC(N)=O)[C@H]2C(=O)N(c3ccc(Cl)cc3)C(=O)[C@H]21 (stereo partly drawn),4,9,2.3%,-2,5,-1%,-20,0%,-8%
O=C(Nc1ccc(-c2cn3cccnc3n2)cc1)c1cc(Br)ccc1Cl,-2,-11,-1.7%,-5,-1,2%,-4,-1%,-3%
CN(CC(=O)Nc1ccccc1Br)C(=O)CNC(=O)c1cccs1,-3,-3,-1.6%,-8,5,13%,-6,1%,-4%
Cc1cccc(-n2cnc(C(=O)NNC(=S)Nc3ccccc3)c2)n1,-1,0,2.4%,16,1,8%,0,0%,-2%
O=C(CCNc1n[nH]c(=O)[nH]c1=O)N/N=C/c1ccc(Cl)cc1,3,1,-3.3%,-1,-3,?,-1,-7%,2%
NC(=O)CN1C(=O)C(=O)N(Cc2cccc(Cl)c2)C1=O,0,-7,0.6%,5,8,3%,6,-8%,2%
C=C(C)CN(CC)C(=O)CCc1nnc(CCc2c[nH]c3ccccc23)o1,-4,0,0.8%,7,3,-5%,-8,-4%,-1%
COc1cccc(C(=O)NC2CCCc3ccccc32)c1OC (stereo not drawn),-3,1,-1.8%,-3,-4,7%,-5,-1%,0%
CCOC(=O)c1ccc(N/C=C2\CCCCC2=O)cc1,-4,0,0.4%,7,1,?,6,-22%,-7%
CCc1ccc2occ(CC(=O)Nc3c(C(=O)Nc4ccc(C)cc4)oc4ccccc34)c2c1,-1,-9,6.9%,2,4,-3%,12,0%,-1%
COc1ccc(C(=O)N/N=C(\C)CC(=O)Nc2ccc(N(C)C)cc2)c(OC)c1,-11,-3,-1.8%,1,2,4%,-5,-7%,6%
